Compound activity as filed in PubChem.
Rev-erbA mod: Rev-erb alpha (human) modulation. Rev-erbα–FITC-DNA binding, fluorescence polarization, 90 min. activity, % at 10 µM. hit rate 0.79% among 370,000. AID 1259318;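 active = activity above about 14%, limit read from the data; passing the limit was not always enough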;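 note: 0% = DMSO wells with 35 nM protein and 100% = DMSO wells with 750 nM protein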
Target sequence (P20393 whole entry, looked up): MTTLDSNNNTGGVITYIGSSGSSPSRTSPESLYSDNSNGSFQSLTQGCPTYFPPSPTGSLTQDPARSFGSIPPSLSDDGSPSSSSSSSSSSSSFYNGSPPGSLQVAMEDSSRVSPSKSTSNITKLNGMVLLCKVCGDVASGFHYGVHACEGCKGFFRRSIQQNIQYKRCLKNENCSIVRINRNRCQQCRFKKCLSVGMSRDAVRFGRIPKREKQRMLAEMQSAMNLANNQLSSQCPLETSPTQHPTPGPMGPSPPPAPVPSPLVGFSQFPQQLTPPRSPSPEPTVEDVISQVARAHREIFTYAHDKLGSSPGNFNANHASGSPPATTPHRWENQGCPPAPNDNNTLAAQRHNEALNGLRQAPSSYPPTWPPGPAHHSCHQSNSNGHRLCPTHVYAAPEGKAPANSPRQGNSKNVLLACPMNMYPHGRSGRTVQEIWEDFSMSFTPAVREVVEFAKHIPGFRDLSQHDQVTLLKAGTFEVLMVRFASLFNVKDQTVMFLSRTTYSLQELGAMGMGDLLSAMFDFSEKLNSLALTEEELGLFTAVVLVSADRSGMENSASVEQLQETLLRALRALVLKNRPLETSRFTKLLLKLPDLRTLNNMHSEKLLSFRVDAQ
PLCg1 inh: blocks human PLC-gamma1 enzyme activity; hit rate 0.84% among 370,000; purified PLC-gamma1, fluorogenic substrate, fluorescence; P19174; inhibition, % at 12.2 µM; in the data active = inhibition above about 9.5%
HGIII-sPLA2 inh: Blocks human group III sPLA2 activity; inhibition, % at 12.2 µM; hit rate 0.56% among 370,000; Q9NZ20; AID 743126; QFRET BODIPY PC-A2 liposome hydrolysis, fluorescence;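 active = inhibition above mean plus 3 SD of compounds lying within the high and low control bounds, cut at about 19% in these data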;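 note: 0% = median of test compound wells and 100% = no enzyme DMSO wells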
ASAP1 GAP inh: inhibitors of human ASAP1 ArfGAP activity. AID 624377. hit rate 0.19% among 360,000. inhibition, % at 16.5 µM. ASAP1-stimulated ARF1 GTP hydrolysis, GDP FP detection. Q9ULH1; in the data active = inhibition above about 25%;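 note: 0% = vehicle with enzyme and substrate and 100% = no enzyme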
PLCb3 inh: PLC-beta3 (human) inhibition, primary screen; hit rate 0.18% among 370,000; Q01970; Purified PLC-beta3, fluorogenic substrate, fluorescence; inhibition, % at 12.2 µM; in the data active = inhibition above about 11%;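 note: 0% = median of compound wells on plate and 100% = full blocker control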
DDE Tn7 FP inh: inhibitors of Tn7 peptide binding to human fibrin DD(E); FP displacement of FITC-Tn7 peptide from fibrin DD(E); 0% = median of compound wells per plate; inhibition, % at 8.3 µM; hit rate 0.13% among 370,000; AID 720508;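 active = inhibition above the mean of compounds falling within the control limits plus 3 SD of them, cut at about 14% in these data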;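 note: 0% = plate median of compound wells and 100% = 10 µM Aha-Tn7 peptide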
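assay system = human clot-derived fibrin DD(E) complex | quantity = Fibrin-DD(E) at 2 µM final | timing = 10 min preincubation, 3 h with tracer, room temperature | signal = fluorescence polarization | measure = percent inhibition | benchmarks = high control wells with 10 µM unlabelled Aha-Tn7 peptide (full inhibition) | replicates = singlicate testing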
proKLK7 act: activates the human kallikrein-7 zymogen | P49862 | hit rate 0.9% among 370,000 | purified proKLK7, EDANS-DABCYL substrate fluorescence; 100% is mature enzyme control, 0% vehicle | activation, % at 7 µM;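 active = activation above the mean of all tested compounds plus 3 SD, computed per campaign excluding outliers beyond control limits, cut at about 13% in these data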
Target sequence (P49862 whole entry, looked up): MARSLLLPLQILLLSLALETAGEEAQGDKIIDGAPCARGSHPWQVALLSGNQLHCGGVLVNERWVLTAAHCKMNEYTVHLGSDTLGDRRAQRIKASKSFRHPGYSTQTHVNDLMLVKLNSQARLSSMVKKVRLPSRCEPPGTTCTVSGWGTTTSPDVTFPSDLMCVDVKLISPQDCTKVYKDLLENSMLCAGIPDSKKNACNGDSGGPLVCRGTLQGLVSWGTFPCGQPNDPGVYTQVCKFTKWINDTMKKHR
DDE Tn6 FP inh: inhibitors of Tn6 peptide binding to human fibrin DD(E). AID 720509. inhibition, % at 8.3 µM. P02675. Fibrin DD(E) TRITC-Tn6 fluorescence polarization displacement. hit rate 0.21% among 370,000;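 active = inhibition above a per-campaign cutoff: mean of compounds within control limits plus 3 SD, cut at about 15% in these data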;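 note: 0% = median of all compound wells on the plate and 100% = blocking peptide control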
UHRF1 MBD2 ctr: blocks human UHRF1 binding to methylated DNA. hit rate 0.75% among 370,000. UHRF1 binding to methylated oligo, TR-FRET. AID 687016. inhibition, % at 4.4 µM. Q96T88; in the data active = inhibition above about 21%;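 note: UHRF1 SRA domain binding a hemimethylated CpG hairpin DNA probe; 0% = median of test compound wells and 100% = reference inhibitor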
ARFGAP1 inhibitor: inhibits rat ARF GTPase activating protein 1 | hit rate 0.26% among 360,000 | inhibition, % at 16.5 µM | Arfgap1-stimulated ARF1 GTP hydrolysis, GDP FP detection | Q62848;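 active = inhibition above a per-plate limit, mean inhibition of low control wells plus 3 SD, cut at about 25% in these data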;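 note: 0% = DMSO wells with enzyme and 100% = wells lacking Arfgap1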
Target sequence (Q62848 1-136 limits assumed): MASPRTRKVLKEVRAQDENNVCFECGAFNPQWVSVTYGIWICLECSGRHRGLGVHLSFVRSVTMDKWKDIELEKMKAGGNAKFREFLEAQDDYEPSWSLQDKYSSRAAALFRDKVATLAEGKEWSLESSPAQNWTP
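Material: truncated rat Arfgap1 GAP domain; Incubation: compound-enzyme preincubation 20 min, reaction 120 min, detection 60 min, 25 °C; Read-out: percent inhibition of Arfgap1-stimulated GTP hydrolysis; Technique: FP, GDP Alexa 633 tracer displaced from anti-GDP antibody, 620/688 nm; Controls: No-Arfgap1 wells (100%) versus DMSO full-reaction wells (0%); Replication: single well per compound.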
The depositor's hits bear a star; · = not tested or not shown.

SMILES	Rev-erbA mod	PLCg1 inh	HGIII-sPLA2 inh	ASAP1 GAP inh	PLCb3 inh	DDE Tn7 FP inh	proKLK7 act	DDE Tn6 FP inh	UHRF1 MBD2 ctr	ARFGAP1 inhibitor
COCc1cc(=O)[nH]c(N2CCN(c3ccccc3OC)CC2)n1	1.8	1.5	4.1	9.7	-10.9	5.9	-0.8	-0.3	2.9	1.0
COc1ccc2[nH]c(=O)c(CN(Cc3nnnn3CCc3ccccc3)CC3CCCO3)cc2c1 (stereo not drawn)	-0.4	-83.7	0.4	-10.4	-110.3	-4.0	2.7	-2.3	-2.9	2.3
Cc1cnc(NC(=O)CSc2ccccc2)s1	-1.6	7.4	1.4	-1.3	3.5	-3.1	-0.8	2.3	2.6	-0.4
CCN1C(Nc2ccccc2)=NC[C@@H]1Cc1ccccc1	-0.7	-0.2	-2.5	2.0	2.1	-6.3	-0.5	1.9	0.3	-2.7
CCC1CCCCN1C(=S)Nc1ccc(C(C)=O)cc1 (stereo not drawn)	-2.3	1.7	0.0	-8.6	3.6	-7.2	0.9	-0.2	-3.7	-2.7
COc1ccc(/C=C/c2cc(C(F)(F)F)[nH]c(=O)n2)cc1OC	-0.7	-40.4	-4.7	-0.2	-73.8	5.7	-3.7	-8.8	-2.8	-7.7
CN(C)CCNc1nc2sc3c(c2c(=O)n1-c1ccc(F)cc1)CCCCC3	7.0	-6.4	-10.7	0.7	-14.9	-2.8	0.1	5.7	1.2	-1.2
CC(NS(=O)(=O)c1ccc(OCC(=O)NCc2ccncc2)cc1)c1ccccc1 (stereo not drawn)	3.6	-0.5	-0.2	0.4	-5.6	1.9	0.5	1.8	-0.6	-16.7
O=C(NC1CCCC1)C(c1ccc(F)cc1)N(C(=O)c1csnn1)C1CC1 (stereo not drawn)	1.9	6.7	-0.6	-1.4	1.0	2.9	0.5	-2.1	2.0	-1.0
COc1cc(-c2noc(CCCC(=O)Nc3ccc(C(N)=O)cc3)n2)cc(OC)c1OC	-0.9	-2.0	-4.1	4.7	-4.1	-4.4	-0.5	-5.0	1.7	-3.0
CC(=O)N=C1SC2CS(=O)(=O)CC2N1c1ccccc1Cl (stereo not drawn)	-4.4	4.8	-7.6	-2.1	5.3	-4.1	0.5	-2.9	-1.3	-8.3
CN(C)S(=O)(=O)c1cccc(C(=O)OCC(=O)c2c(N)n(C)c(=O)n(C)c2=O)c1	-1.1	0.4	1.7	-0.2	-4.7	8.2	-0.2	2.9	0.6	-6.0
Cc1cnc(NC(=O)CN2C(=O)C3CC=CCC3C2=O)s1 (stereo not drawn)	0.2	-2.6	-1.2	-9.1	0.4	-4.6	0.7	-4.6	-1.3	9.8
O=C(O)C1C2C=CC(C2)C1C(=O)Nc1ccc(C(=O)N2CCCCC2)cc1 (stereo not drawn)	-1.7	-0.4	2.3	-0.5	-4.7	-2.7	-0.4	-3.2	1.6	0.8
Cc1ccccc1NC(=O)NCCc1nc2ccccc2[nH]1	-4.2	4.3	0.2	-14.4	1.5	-8.6	0.9	9.8	-1.6	4.3
Nc1nc(N)nc(-c2ccccc2O)n1	4.3	-52.4	7.2	-0.7	-59.9	-5.2	0.0	-5.5	1.2	-4.0
COc1cccc(-c2cc(C(=O)Nc3cc(C)n(Cc4ccc(Cl)cc4)n3)no2)c1	-5.4	2.5	9.9	-0.8	2.5	5.2	0.6	0.8	2.2	12.8
O=C(CSc1ncnc2ccccc12)NCCc1ccccc1	-4.3	1.7	-0.5	1.5	-4.9	-12.9	0.1	1.1	3.4	1.0
CC(NC(=O)COc1ccc(Oc2ccccc2)cc1)C(=O)O (stereo not drawn)	-2.7	0.6	3.2	-3.7	2.3	1.5	0.4	-2.0	-2.4	0.5
CCCCCc1c(-c2ccc(OC)c(OC)c2)ncn1CCc1ccccc1OC	-3.7	4.5	-7.4	0.0	3.8	-0.2	0.5	-6.5	-1.2	-10.6
Cc1nnc(SCc2ccc([N+](=O)[O-])cc2)o1	0.5	0.9	-2.8	-17.3	2.4	1.4	-0.1	-0.5	-1.6	3.8
O=[N+]([O-])c1cc(Br)cc(/C=N/n2cnnc2)c1O	4.9	-1.6	2.2	6.8	-0.2	0.8	0.3	0.1	39.9*	3.0
Cc1ccc(NS(=O)(=O)c2ccc(NC(=O)c3ccc(-c4ccccc4)cc3)cc2)c(C)c1	-3.0	0.5	0.6	6.9	0.9	-1.6	1.1	-1.8	-3.0	7.1
CCC(=O)c1ccc(OCc2ccc(C(=O)OC)cc2)c(OC)c1	6.0	-0.9	-1.9	8.0	2.2	3.5	-0.1	2.9	-2.5	1.5
COC(=O)c1ccc(CNC(=O)C2CCC(=O)N(CCCc3ccccc3)C2)cc1 (stereo not drawn)	3.9	0.4	-3.7	-9.1	-4.6	0.1	-0.3	-2.0	-0.6	2.0
SMILES	Rev-erbA mod	PLCg1 inh	HGIII-sPLA2 inh	ASAP1 GAP inh	PLCb3 inh	DDE Tn7 FP inh	proKLK7 act	DDE Tn6 FP inh	UHRF1 MBD2 ctr	ARFGAP1 inhibitor
CCOC(=O)c1c(N2CCN(c3ccccc3)CC2)cc(C)nc1C	-0.7	0.2	-2.4	6.7	-8.2	-1.2	-0.5	-3.0	-0.9	2.0
CN(C(=O)CCc1ccccc1F)C1CCCN(Cc2ccccc2F)C1 (stereo not drawn)	5.0	2.2	-0.5	1.1	-4.9	-2.8	-0.4	4.9	0.1	15.6
Cn1c(Sc2ccc(Br)cc2)c(C=O)c2ccccc21	13.9	2.3	-1.5	-25.1	0.5	0.2	-0.6	2.3	-1.2	0.7
Cc1ccc(S(=O)(=O)N2CCCCC2)cc1NC(=O)COC(=O)C1CC1	-5.8	5.1	6.7	-7.0	-6.7	-3.8	0.3	6.3	-0.3	9.0
Cn1c(=O)c2c(nc(NCc3cccnc3)n2Cc2cccc(C(F)(F)F)c2)n(C)c1=O	-1.8	12.0*	-12.7	-9.7	5.9	-6.5	-0.3	5.7	2.8	-7.4
COC(=O)C1=C(C)N(c2cc(C)cc(C)c2)/C(=C/c2ccco2)C1=O	-4.9	-8.0	-11.3	-2.9	-9.3	3.6	0.5	-0.7	2.4	-0.7
COc1ccc(-c2nc(CN3CCN(C(=O)c4ccco4)CC3)c(C)o2)c(F)c1	-0.4	-0.9	-3.5	-5.2	-4.0	-4.7	0.1	-3.3	0.3	-11.7
COc1ccc(CC(N)c2csc(NC(=O)NCCc3ccc(OC)c(OC)c3)n2)cc1 (stereo not drawn)	-5.5	1.2	1.6	8.8	2.8	0.8	-0.2	2.3	-1.1	2.9
C1=CC(c2cc3ccccc3o2)OC(CCc2ccccc2)C1 (stereo not drawn)	0.4	-1.7	-0.7	-6.4	1.7	2.6	-0.3	1.5	-2.6	-6.7
C=CCC[C@@H](Cc1ccc(F)cc1)C(=O)OC[C@@H](Cc1c[nH]c2ccccc12)NC(=O)[C@@H](CC=C)CC(=O)N(CCO)Cc1ccccc1	2.4	0.5	-79.0	20.2	-4.7	5.7	0.4	-5.9	3.3	8.9
COc1cccc(C2=CC(c3ccccc3)n3nnnc3N2)c1 (stereo not drawn)	-7.8	-54.2	-28.2	1.3	-53.6	-5.0	2.7	-4.3	-4.2	5.5
CN(C)S(=O)(=O)c1ccc(C(=O)NCC(C)(C)CN=C2NS(=O)(=O)c3ccccc32)cc1	-5.6	-0.4	-2.6	-8.4	-4.6	7.9	0.7	14.2	-0.9	0.2
COc1ccccc1N1CCN(C(=O)CSc2nc3ccccc3nc2N2CCCCC2)CC1	6.6	-19.9	-2.5	-7.0	-23.3	6.9	-2.4	0.1	-3.0	-0.1
Cc1cc(N/N=C/c2cccc(Br)c2)nc2ccccc12	-2.3	-3.2	-2.7	6.9	-9.4	-7.4	-10.5	0.1	-2.2	12.6
O=C(CNC1CCCCCC1)Nc1ccc(S(=O)(=O)NC2CC2)cc1	-0.5	1.6	-1.1	-5.8	3.7	2.8	0.4	0.9	20.4	-0.9
Cc1cccc(NC(=O)c2ccc3c(c2)C(=O)N(c2ccccc2C)C3=O)n1	-0.3	-1.1	6.0	3.6	-7.2	7.5	0.3	0.0	-0.2	-5.1
C=CCN1C(=O)[C@@H](CC(=O)NCCc2ccccc2OC)[C@]2(C(=O)OC)CCCCC=C12	6.4	2.4	4.0	·	2.2	-1.2	0.4	0.9	0.6	·
Cc1nnc(SCCn2c(N3CCC(C)CC3)nc3c2c(=O)[nH]c(=O)n3C)s1	-2.9	-0.6	2.2	-11.4	1.2	4.6	0.4	4.8	2.5	-0.7
Cc1ccccc1NC(=O)c1onc2c1CCCC2	5.0	3.0	-4.5	12.5	1.5	2.6	0.1	-4.5	-1.4	2.1
C/C(=N\Nc1cc(-c2ccccc2)nc(-c2ccccc2)n1)c1ccc(O)c(C)c1	7.9	-13.1	-18.0	5.0	-13.6	1.4	-2.5	-12.1	1.7	7.8
O=c1[nH]c(SCc2ccc(F)cc2Cl)nc2ccccc12	2.8	-0.7	-8.8	10.6	-2.9	4.0	0.3	0.5	1.8	2.4
CC(C)(C)c1ccc(Cn2ccc(-c3ccc4c(c3)OCO4)n2)cc1	6.8	4.3	-16.3	-1.0	2.2	3.0	0.5	5.6	-2.5	-4.6
Cn1c(=O)[nH]c(=O)c2c1nc(N1CCOCC1)n2CCN1CCOCC1	0.1	2.3	2.2	-4.9	0.6	-10.1	0.0	-1.0	0.1	0.0
CC(C)[C@H](NC(=O)c1ccco1)C(=O)OCC(=O)N1CCc2ccccc21	4.0	2.0	-0.2	-9.6	-3.1	-2.4	-0.7	0.5	-1.2	4.0
Cc1ccc2c(c1)N(CC(=O)NCCc1ccc(Cl)cc1)C(=O)c1cccnc1O2	-0.6	1.1	-4.9	10.2	2.1	-2.4	0.2	2.7	-3.4	-14.5
N/C(=N\OC(=O)c1ccc2c(c1)OCO2)c1cccc([N+](=O)[O-])c1	8.1	2.0	6.4	14.8	0.8	3.4	-0.7	-3.3	2.1	17.4
CC(C(=O)NC(=O)NC1CCCCC1)N1CCN(C(c2ccccc2)c2ccccc2)CC1 (stereo not drawn)	5.4	0.8	0.6	2.4	1.0	5.4	-0.2	4.5	-0.6	-2.8
N#CNC(=Nc1ccc(F)cc1)SCc1ccccc1	-2.8	-1.6	-7.6	-1.7	-0.1	-2.7	-0.1	-4.7	0.5	8.1
